M1 antag: human M1 muscarinic receptor antagonists, primary screen, CHO-K1 cells, Fluo-8 calcium fluorescence, 1536-well; Muscarinic acetylcholine receptor M1 (Homo sapiens), P11229; CHO-K1 hM1, ACh EC80 antagonist; inhibition, % at 3 µM; hit rate 1.3% among 360,000; AID 588852, 2011;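 active = percent inhibition above its own plate's cutoff, namely the mean of that plate's compound wells plus 3 SD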;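 note: peak over basal fluorescence ratio during 140 s after agonist addition; 0% = ACh EC80 plus DMSO and 100% = DMSO alone without agonist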
Target sequence (P11229 whole entry, looked up): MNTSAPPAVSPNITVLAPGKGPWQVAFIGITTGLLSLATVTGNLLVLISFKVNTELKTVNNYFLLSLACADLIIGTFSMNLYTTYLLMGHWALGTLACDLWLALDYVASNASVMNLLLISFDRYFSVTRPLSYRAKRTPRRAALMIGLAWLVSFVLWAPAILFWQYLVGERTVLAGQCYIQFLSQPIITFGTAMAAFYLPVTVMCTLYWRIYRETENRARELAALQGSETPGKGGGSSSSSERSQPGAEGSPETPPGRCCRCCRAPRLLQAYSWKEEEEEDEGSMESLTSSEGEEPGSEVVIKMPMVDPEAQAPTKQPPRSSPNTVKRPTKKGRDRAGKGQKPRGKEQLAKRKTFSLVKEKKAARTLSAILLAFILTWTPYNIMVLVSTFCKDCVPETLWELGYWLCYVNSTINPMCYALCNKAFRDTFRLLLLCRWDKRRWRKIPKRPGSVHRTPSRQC
M5 PAM: human M5 muscarinic receptor positive allosteric modulators, primary screen, CHO-K1 cells, Fluo-8 calcium fluorescence; Muscarinic acetylcholine receptor M5 (Homo sapiens), P08912; CHO-K1 hM5, ACh EC20 PAM; 0% = ACh EC20, 100% = ACh EC100; activation, % at 3 µM; hit rate 0.3% among 360,000;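 active = activation above the run cutoff, the mean activation of all test compounds plus 3 SD, cut at about 18% in these data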
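System: CHO-K1 hM5 cells. Reagent: acetylcholine, EC20 level. Compound dosing: single dose, 3 µM nominal final test concentration. Timing: Post-acetylcholine fluorescence recording 140 s. Detection: Fluo-8 calcium fluorescence. Read-out: % activation, ACh-normalized. Benchmarks: ACh EC20 and EC100 wells. Repeats: singlicate, one well per test compound.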
CHRM1 PAM: human M1 muscarinic receptor positive allosteric modulators, primary screen, CHO-K1 cells, Fluo-8 calcium fluorescence, 1536-well; Muscarinic acetylcholine receptor M1 (Homo sapiens), P11229; CHO-K1 hM1, ACh EC20; 0% = ACh EC20, 100% = maximal ACh; activation, % at 3 µM; hit rate 0.088% among 360,000; in the data active = activation above about 19%, passing the limit was not always enough
CHRM4 agonist: human M4 muscarinic receptor agonists, primary screen, CHO-K1 cells, Fluo-8 calcium fluorescence; CHO-K1 hM4/Gqi5; vehicle 0%, full acetylcholine response 100%; activation, % at 3 µM; hit rate 0.14% among 360,000;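 active = activation above the run mean over all test wells plus 3 SD, cut at about 32% in these data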;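 note: peak over basal fluorescence ratio per well then scaled between controls; 0% = DMSO wells and 100% = acetylcholine at EC100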
Target sequence (P08173 whole entry, looked up): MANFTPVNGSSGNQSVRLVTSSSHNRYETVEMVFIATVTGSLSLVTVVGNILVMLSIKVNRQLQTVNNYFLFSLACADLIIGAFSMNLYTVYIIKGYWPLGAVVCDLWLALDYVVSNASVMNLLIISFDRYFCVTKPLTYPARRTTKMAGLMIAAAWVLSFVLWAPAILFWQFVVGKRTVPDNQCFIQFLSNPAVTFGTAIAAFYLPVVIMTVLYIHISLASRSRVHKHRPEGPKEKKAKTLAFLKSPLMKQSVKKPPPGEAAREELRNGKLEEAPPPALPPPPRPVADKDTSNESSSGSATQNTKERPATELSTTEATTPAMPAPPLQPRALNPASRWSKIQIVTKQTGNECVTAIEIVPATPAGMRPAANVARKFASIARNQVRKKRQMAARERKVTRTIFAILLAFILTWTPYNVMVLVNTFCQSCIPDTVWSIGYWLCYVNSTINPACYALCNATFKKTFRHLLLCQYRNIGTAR
M4 PAM: human M4 muscarinic receptor positive allosteric modulators, primary screen, CHO-K1 cells, Fluo-8 calcium fluorescence | AID 624126, 2012 | hit rate 0.4% among 360,000 | CHO-K1 hM4/Gqi5, ACh EC20; 0% = ACh EC20, 100% = maximal ACh | activation, % at 3 µM;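 active = activation above its plate's cutoff, the mean activation of sample wells plus 3 SD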; note: some results filed as inactive read as strong as hits
CHRM5 agonist: human M5 muscarinic receptor agonists, primary screen, CHO-K1 cells, Fluo-8 calcium fluorescence. CHO-K1 hM5 cells; 0% DMSO wells, 100% maximal acetylcholine response. activation, % at 3 µM. hit rate 0.19% among 360,000. AID 624037, 2012;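 active = activation above the run's mean over test compounds plus 3 SD, cut at about 23% in these data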;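 note: signal is peak over basal fluorescence ratio across the kinetic read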
M5 antag: human M5 muscarinic receptor antagonists, primary screen, CHO cells, Fluo-8 calcium fluorescence. Muscarinic acetylcholine receptor M5 (Homo sapiens), P08912. inhibition, % at 3 µM. CHO-hM5 cells, ACh EC80. AID 624040, 2012. hit rate 0.59% among 360,000;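 active = inhibition above a per-plate cutoff, the mean of that plate's test compounds plus 3 SD, cut at about 27% in these data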;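 note: 0% = acetylcholine EC80 with DMSO and 100% = DMSO without agonist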
CHRM4 antagonist: human M4 muscarinic receptor antagonists, primary screen, CHO cells, Fluo-8 calcium fluorescence; Muscarinic acetylcholine receptor M4 (Homo sapiens), P08173; CHO-hM4 cells, ACh EC80; inhibition, % at 3 µM; hit rate 0.73% among 360,000;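 active = inhibition above its plate's cutoff, the mean inhibition of sample wells plus 3 SD, cut at about 27% in these data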;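 note: 0% = acetylcholine EC80 with DMSO and 100% = DMSO without agonist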
CRFR2-BP ag: agonists of CRF-BP/CRF-R2 complex, primary screen, cell-based, HEK293, calcium dye fluorescence, uHTS; CRF-binding protein / CRF receptor 2 complex (human); calcium dye fluorescence (FLIPR); percent of saturating CRF peptide response; activation, % at 13.2 µM; hit rate 0.46% among 350,000; AID 588473, 2011;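 active = activation of at least 50%, plus an integration ratio under a set limit after plate pattern correction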;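 note: plate controls were neutral control wells without compound for no effect and CRF at EC100 for full effect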
The depositor's hits bear a star; x = not tested or not shown.

mol,M1 antag,M5 PAM,CHRM1 PAM,CHRM4 agonist,M4 PAM,CHRM5 agonist,M5 antag,CHRM4 antagonist,CRFR2-BP ag
[O-][n+]1ccc(C(O)c2ccccc2)cc1 (stereo not given),7,-8,-1,0,-4,-1,15,5,-0.5
COc1ccc(C(=O)NC(=S)Nc2cc3oc4ccccc4c3cc2OC)cc1,3,-2,0,0,-3,-3,-4,-9,4.9
COc1ccccc1CN(C)CC(=O)NC1CCCc2ccccc21 (stereo not given),0,2,-1,0,7,-7,1,-9,-0.7
CCS(=O)(=O)Nc1ccc(C2=NN(C(=O)c3ccco3)C(c3ccc(C)cc3)C2)cc1 (stereo not given),3,5,3,-1,16,2,-3,1,-8.1
CC1CCCC(NC(=O)c2cccc(S(=O)(=O)N3CCN(c4ccccc4)CC3)c2)C1C (stereo not given),-12,5,6,1,12,1,1,-9,1.5
c1ccc(Nc2ncnc3[nH]ncc23)cc1,-8,-3,11,1,1,-7,3,-6,-1.2
COc1ccccc1OCC(=O)/C=C1/N(C)c2ccccc2C1(C)C,16,-12,-11,16,-6,-5,2,-27,-1.4
Cc1cc(Oc2ccccc2)nc(SCC(=O)Nc2ccc(Cl)c(Cl)c2)n1,-8,-4,0,1,-7,-1,8,9,0.5
CC(C)c1ccc(S(=O)(=O)N2CCN(C(=O)CN3C(=O)NC4(CCCCC4)C3=O)CC2)cc1,-11,-3,5,1,2,-4,1,-10,-2.1
Cc1cccc(COC[C@H](Cc2ccccc2)N2CCN(C(=O)c3cccc(Cl)c3)CCC2=O)c1,x,-8,x,8,-7,2,1,-8,x
C/C(=N\Nc1cccc2cccnc12)c1ccc(C)cc1,-4,-2,8,3,13,-1,5,6,-0.2
Cc1cc(C)cc(-n2cccc2/C=C2/C(=N)N3C(=NC2=O)SN=C3S(C)(=O)=O)c1,9,-14,-12,4,-8,-1,23,7,0.8
CC1Nc2ccccc2C(=O)N1NS(C)(=O)=O (stereo not given),1,13,5,0,-6,-3,-25,-2,0.8
Cc1ccc(-n2c(=O)c3c4c(sc3n3c(=S)[nH]nc23)CCC4)cc1,-2,12,11,0,-4,3,-5,10,-1.6
CCn1c(C(C)NC(=O)c2ccc(C)cc2)n[nH]c1=S (stereo not given),16,0,-6,1,-3,1,0,8,-0.2
Cc1cc(C)c(NC(=O)CSc2nc(=O)n(CCN3CCOCC3)c3c2CCC3)c(C)c1,8,-1,-2,-1,1,0,5,1,-0.7
CCc1n(CC(O)COC2CCCCC2)c2ccccc2[n+]1C (stereo not given),6,4,3,0,6,-1,1,-7,-1.1
COc1ccccc1C(=O)Cc1ccccc1,-10,-7,9,8,3,-3,13,-7,-2.9
CCOc1ccccc1-c1cc(-c2ccc(OC)cc2)nc2c1c(=O)n(C)c(=O)n2C,-5,0,9,0,11,3,-8,4,2.2
O=c1oc2ccccc2c2c1ncn2C1CCCCC1,-16,2,8,0,-2,-2,-10,-1,-2.4

(cont.)
mol,M1 antag,M5 PAM,CHRM1 PAM,CHRM4 agonist,M4 PAM,CHRM5 agonist,M5 antag,CHRM4 antagonist,CRFR2-BP ag
CC(=O)OC(C(=O)NCc1ccco1)c1cccnc1 (stereo not given),5,-12,-1,1,0,-6,-2,-5,1.9
Cc1cccc(C(=O)Nc2cccc(C(=O)Nc3cc(C)ccn3)c2)c1,0,-1,0,5,-4,0,6,2,-0.8
Cc1cc(N2CCN(c3ccccc3)CC2)n2cc(-c3ccccc3)nc2n1,1,-8,3,1,3,-4,14,-8,0.8
C/C(CC(=O)Nc1ccc(C)c(Cl)c1)=N\NC(=O)c1ccco1,-12,-5,9,1,1,-3,0,-6,1.5
C=CCNC(=O)c1c(CS(=O)(=O)c2ccccc2)noc1C(=O)NCc1ccccc1,-10,-6,6,-1,-3,0,10,-10,-1.2
CC(C)(C)C(=O)NC(=S)Nc1ccccc1F,-19,5,-1,-1,-3,-1,-6,1,2.5
O=[N+]([O-])c1ccc(N/N=C\c2cccn2-c2ccccc2)nc1,19,-7,-1,0,8,-2,2,5,10
O=C(Cc1c(F)cccc1Cl)Nc1cc(S(=O)(=O)N2CCCCC2)ccc1N1CCOCC1,-7,-3,3,6,-12,1,6,-4,3.0
Cc1ccc(Oc2ccc(OCC(=O)NC3CCS(=O)(=O)C3)cc2)cc1 (stereo not given),3,-6,-2,10,-3,6,11,-1,0.0
O=C(CNC(=O)c1ccccc1F)OCC(=O)c1ccc(Cl)s1,5,4,1,1,-3,-1,-15,1,0.5
COc1ccc(CN2C(=O)c3cccnc3C2=O)cc1S(=O)(=O)N1CCCCC1C (stereo not given),3,1,9,1,4,-5,4,-3,-1.2
COC(=O)[C@]12CCCCC=C1N(CCc1ccc(OC)c(OC)c1)C(=O)[C@H](CC(=O)N1CCN(C(=O)c3ccco3)CC1)C2,x,-11,x,17,-7,5,7,-12,x
S=c1[nH]nc(-c2ccco2)n1Cc1ccccc1,-19,6,7,0,-2,-7,-5,-3,0.4
CN(C)c1ccc(N/C(N)=N/c2nc(C(F)(F)F)cc(C(F)(F)F)n2)cc1,-24,6,19,1,2,-1,-11,-7,7.6
CC(C)(C)C1CCC(OCC(O)CN2CCN(c3ccccn3)CC2)CC1 (stereo not given),-2,-1,-4,7,-1,-6,0,9,-3.3
CC1=C(C(=O)N2CCOCC2)C(c2cc(C)cs2)NC(=O)N1 (stereo not given),4,-1,7,3,2,-4,1,6,1.0
COc1ccc(-c2csc(NC(=S)NC(=O)c3cc4ccccc4o3)n2)cc1Br,0,0,4,1,0,-1,1,-1,0.0
CC(=O)Nc1ccc(NC(=O)COC(=O)c2cc([N+](=O)[O-])ccc2N2CCOCC2)cc1,-4,0,3,0,0,-3,5,6,-1.1
CCCNC(=O)COC(=O)c1n[nH]c2ccccc12,2,-2,3,2,3,3,8,1,-0.7
O=C1N(Cc2cccnc2)C[C@@H]2C[C@@H](c3ccc4nonc4c3)N3CCC[C@@]123,-6,0,6,2,3,0,-5,2,-0.2

(more compounds)
mol,M1 antag,M5 PAM,CHRM1 PAM,CHRM4 agonist,M4 PAM,CHRM5 agonist,M5 antag,CHRM4 antagonist,CRFR2-BP ag
CCOC(=O)c1cccc(NC(=O)N[C@@H](C)C(=O)OC)c1,5,1,13,1,2,5,11,-3,-1.1
Cc1cccc2cc(/C=N/NC(=O)c3ccccc3O)c(Cl)nc12,-4,-7,6,9,6,-3,8,-17,55*
CCOC(=O)c1ccc(N2C(=O)CC(SCC(=O)Nc3ccc(S(N)(=O)=O)cc3)C2=O)cc1 (stereo not given),5,2,-1,0,-8,0,0,5,2.5
O=C1C(=O)N(CCS(=O)(=O)c2ccccc2)c2ccccc21,-5,-4,4,1,-3,5,8,2,-0.3
Cc1cc2c(cc1C)C(c1cccc([N+](=O)[O-])c1)CC(=O)N2 (stereo not given),-9,-8,9,8,1,0,1,-8,2.6
CCN(C(=O)COC(=O)c1ccc2[nH]c(C)c(C)c2c1)c1c(N)n(Cc2ccccc2)c(=O)[nH]c1=O,-9,8,7,-1,7,1,0,-9,-0.1
Cc1ccc(N=C2c3ccccc3C(=O)C2[N+](=O)[O-])cc1C (stereo not given),-4,0,6,0,3,1,8,4,-1.1
O=C(Nc1cccc(F)c1)Nc1ccccn1,0,-3,4,1,-1,-1,3,13,0.3
CCCCC(=O)Nc1nc2c(OC)ccc(OC)c2s1,-4,-3,-4,-1,3,-4,-4,-9,1.5
COc1ccccc1NC(=O)c1cc2c(=O)n(C)c3ccccc3c2n1C,93*,-17,-19,10,-22,-3,15,54*,-4.0
O=C(O)c1ccc(S(=O)(=O)c2ccc([N+](=O)[O-])cc2[N+](=O)[O-])cc1,-6,1,17,0,5,-2,-11,-19,1.4
OC(COc1ccc(Cl)cc1)CN1CCN(c2ccccc2)CC1 (stereo not given),-12,-2,6,2,-5,-6,10,2,-0.6
Cc1c(NC(=O)CCC2CCCCC2)c(=O)n(-c2ccccc2)n1C,-5,0,-3,0,4,0,-6,2,-0.7
COC(=O)C1CCN(CC(=O)Nc2ccccc2Sc2ccccc2)CC1,2,-3,-4,1,-8,-7,4,0,-0.6
COc1ccc(-c2nnc(NC(=O)Cc3ccccc3)o2)cc1,-13,0,10,-1,4,-5,1,-11,0.2
CCCCn1c(N)c(N(CC(C)C)C(=O)c2cc(Cl)nc3ccccc23)c(=O)[nH]c1=O,-7,8,8,1,4,1,-2,2,0.7
CCn1c(SCC(=O)NCc2ccco2)nc2cccnc21,-2,-4,6,1,1,-1,-1,-3,0.1
Cc1csc2ncc(C(=O)NCc3ccco3)c(=O)n12,-22,0,11,1,2,2,0,2,-1.3
CCOC(=O)CNC(=O)N1CCCC(C(=O)c2ccccc2SC)C1 (stereo not given),-5,5,9,1,-4,0,-10,-3,-1.2
CCc1ccccc1NC(=O)C1CCN(C(=O)c2cccs2)CC1,-6,2,14,2,-3,-1,3,4,0.9

Just CHRM5 agonist, M1 antag and CHRM4 agonist (2 entries from above):
SMILES,CHRM5 agonist,M1 antag,CHRM4 agonist
Cc1csc2ncc(C(=O)NCc3ccco3)c(=O)n12,2,-22,1
CCOC(=O)CNC(=O)N1CCCC(C(=O)c2ccccc2SC)C1 (stereo not given),0,-5,1

Full records from above:
COc1ccc(-c2nnc(NC(=O)Cc3ccccc3)o2)cc1 in the list: M1 antag: -13; M5 PAM: 0; CHRM1 PAM: 10; CHRM4 agonist: -1; M4 PAM: 4; CHRM5 agonist: -5; M5 antag: 1; CHRM4 antagonist: -11; CRFR2-BP ag: 0.2
CCN(C(=O)COC(=O)c1ccc2[nH]c(C)c(C)c2c1)c1c(N)n(Cc2ccccc2)c(=O)[nH]c1=O in the list: M1 antag: -9; M5 PAM: 8; CHRM1 PAM: 7; CHRM4 agonist: -1; M4 PAM: 7; CHRM5 agonist: 1; M5 antag: 0; CHRM4 antagonist: -9; CRFR2-BP ag: -0.1

More entries
mol,M1 antag,M5 PAM,CHRM1 PAM,CHRM4 agonist,M4 PAM,CHRM5 agonist,M5 antag,CHRM4 antagonist,CRFR2-BP ag
CC(=O)Nc1ccc(N2CCOCC2)c(C(=O)Nc2cccc(C)c2)c1,-5,-2,3,1,-1,3,-8,2,0.5
O=C(NCc1ccc(F)cc1)C1CCN(C(=O)Nc2ccc(F)cc2)CC1,-3,12,12,2,-7,-1,-12,-10,-0.3
O=C(CSc1nnc(-c2c[nH]c3ccccc23)n1CC1CCCO1)Nc1ccc2c(c1)OCCO2 (stereo not given),-8,4,7,0,1,-3,5,7,3.6
CCOc1cccc(-c2c(C(=O)N/N=C/c3ccc(C)o3)nnn2-c2nonc2N)c1,-1,-5,2,4,6,1,9,1,-0.1
Clc1ccc(Cl)c(OCCCCNCc2ccccc2)c1,3,-8,-2,26,-11,-3,18,12,11
CSc1ccc(C(=O)N2CCC(n3nccc3NC(=O)C3CC3)CC2)cc1,-7,-10,18,1,3,-4,-7,3,1.4
